# A3G deaminase: blocks human APOBEC3G single-stranded DNA deamination | Q9HC16 | recombinant A3G, ssDNA deamination FAM/TAMRA fluorescence | inhibition, % at 20 µM | hit rate 0.28% among 330,000 | AID 493012;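 active = inhibition of at least 40% at 20 µM, with no more than 30% in the related APOBEC3A deaminase screen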;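 note: plate controls were DMSO wells with A3G for no effect and wells lacking A3G enzyme for full effect; some compounds called inactive have numbers as strong as hits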
# Target sequence (Q9HC16 whole entry, looked up): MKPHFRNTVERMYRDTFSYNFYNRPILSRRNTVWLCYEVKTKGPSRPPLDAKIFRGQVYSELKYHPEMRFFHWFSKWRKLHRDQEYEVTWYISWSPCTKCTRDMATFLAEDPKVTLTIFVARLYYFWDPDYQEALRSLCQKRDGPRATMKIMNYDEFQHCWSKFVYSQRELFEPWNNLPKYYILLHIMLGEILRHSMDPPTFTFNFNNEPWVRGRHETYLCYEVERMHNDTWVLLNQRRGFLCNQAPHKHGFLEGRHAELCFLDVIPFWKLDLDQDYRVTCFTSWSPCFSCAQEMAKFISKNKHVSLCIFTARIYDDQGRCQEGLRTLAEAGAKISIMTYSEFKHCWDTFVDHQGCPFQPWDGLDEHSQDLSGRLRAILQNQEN
# NLRP3 yeast inh: inhibitors of NALP3 inflammasome in yeast | Yeast reconstituted NLRP3/ASC/caspase-1, beta-gal luminescence, 24 h | inhibition, % at 10 µM | hit rate 0.39% among 330,000;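 active = inhibition of 50% or more; inactive = inhibition below 50%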;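 note: plate controls were induced DMSO wells for no effect and uninduced yeast grown without galactose for full effect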
# tim10-1 inh: tim10-1 yeast growth inhibition | S. cerevisiae tim10-1 ts strain growth, BacTiter-Glo, 24 h | inhibition, % at 20 µM | hit rate 2.2% among 330,000;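 active = inhibition of at least 40%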;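 note: mutant grown at 25 °C; 0% = DMSO wells with yeast and 100% = wells holding no yeast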
# mIAP block: mouse IAP inhibition | inhibition, % at 10 µM | hit rate 0.2% among 330,000 | purified mouse IAP, CDP-Star luminescence, 30 min;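 active = inhibition of at least 40% at 10 µM in the primary screen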;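 note: plate controls were DMSO with enzyme for no effect and no enzyme wells for full effect; values of inactives mirror those of a sister screen read the other way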
# hIAP block: human IAP inhibition. P09923. purified IAP, CDP-Star luminescence, 30 min. inhibition, % at 10 µM. hit rate 0.12% among 330,000;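 active = inhibition reaching a set limit with compound at 10 µM in the primary screen, cut at about 35% in these data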;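 note: plate controls were DMSO wells with enzyme for no effect and no-enzyme buffer wells for full effect; values of inactives mirror those of a sister screen read the other way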
# Target sequence (P09923 whole entry, looked up): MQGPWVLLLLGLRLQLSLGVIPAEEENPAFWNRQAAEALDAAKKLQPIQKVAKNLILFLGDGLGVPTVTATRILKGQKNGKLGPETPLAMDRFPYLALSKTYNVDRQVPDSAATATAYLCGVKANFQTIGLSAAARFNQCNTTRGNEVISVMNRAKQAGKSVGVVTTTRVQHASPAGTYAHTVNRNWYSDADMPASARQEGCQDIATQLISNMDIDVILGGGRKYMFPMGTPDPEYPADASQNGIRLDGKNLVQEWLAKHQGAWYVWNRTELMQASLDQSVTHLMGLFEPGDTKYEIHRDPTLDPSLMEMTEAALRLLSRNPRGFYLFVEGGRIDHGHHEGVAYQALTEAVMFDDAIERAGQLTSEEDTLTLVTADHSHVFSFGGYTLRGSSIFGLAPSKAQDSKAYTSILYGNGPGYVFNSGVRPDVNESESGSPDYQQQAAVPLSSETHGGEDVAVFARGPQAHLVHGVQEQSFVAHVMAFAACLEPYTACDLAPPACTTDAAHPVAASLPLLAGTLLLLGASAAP
# mIAP activ: mouse IAP activation; muIAP, CDP-Star luminescence, 30 min; active compounds read high; 1 = vehicle-only enzyme signal, 0 = enzyme-free wells; activation factor at 10 µM; hit rate 0.24% among 330,000; AID 2805;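 active = activation factor of at least 2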; note: the source names both 10 and 20 µM as test concentration; values of inactives mirror those of a sister screen read the other way
#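 Assay system: mouse IAP enzyme / Compound: DMSO-dissolved test compounds / Timing: 30 min, room temperature / Measured by: luminescence from enzymatic CDP-Star hydrolysis / Control set: DMSO-only wells, enzyme-free buffer wells as negative control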
# MIN6 prolif: induces beta-cell replication in MIN6 cells. MIN6 cells proliferation, ATPlite luminescence, 48 h; cells starved in 0.2% serum; 100% = growth in 10% serum. proliferation, % at 10 µM. hit rate 0.29% among 330,000. AID 2380;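 active = compounds whose signal lies at least 3.5 SD above the mean of all wells on their plate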;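 note: 0% = DMSO-treated cells in low-serum medium and 100% = 10% serum control; some compounds called inactive have numbers as strong as hits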
# TIM10 inh: inhibits growth of TIM10 yeast strain; inhibition, % at 10 µM; S. cerevisiae TIM10 strain growth, BacTiter-Glo luminescence, 24 h; hit rate 1.4% among 330,000; AID 463195;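 active = inhibition of 40% or more at the single tested concentration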;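 note: wild-type TIM10 isogenic control strain grown at permissive 25 °C; 0% = DMSO yeast wells and 100% = minimal medium wells without yeast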
# APOBEC3A inh: human APOBEC3A DNA deaminase inhibition; P31941; recombinant A3A, FAM/TAMRA ssDNA deamination fluorescence; inhibition, % at 20 µM; hit rate 0.41% among 330,000; AID 493011;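 active = at least 40% inhibition at 20 µM here, with at most 30% in a related deaminase screen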;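 note: plate controls were A3A with DMSO for no effect and wells lacking A3A enzyme for full effect; some results filed as inactive read as strong as hits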
# * marks the source's active call; other numbers are inactive results.
SMILES,A3G deaminase,NLRP3 yeast inh,tim10-1 inh,mIAP block,hIAP block,mIAP activ,MIN6 prolif,TIM10 inh,APOBEC3A inh
CCn1c(SCC(=O)N2c3ccccc3Sc3ccccc32)nnc1-c1ccco1,-3,8,9,4,24,0.96,-3,21,2
CC(C)Cn1nc(C(=O)N2CCc3ccccc32)c2ccccc2c1=O,-10,5,13,6,6,0.94,2,1,-3
COc1cc(Cl)c(C)cc1N1C(=O)CN(Cc2ccccc2)C1=S,4,22,28,4,8,0.96,-7,28,-3
O=C(COC(=O)COc1ccc(Cl)cc1Br)NCc1cccs1,-6,5,2,4,9,0.96,-3,3,-4
CCOc1ccc(C2CC(c3cccc(OC)c3OC)n3nnnc3N2)cc1Cl (stereo not given),-7,14,9,8,-3,0.92,1,9,-4
Cn1nc(C(F)(F)F)c(/C=N/OC(=O)c2ccc(Cl)cc2)c1Cl,-6,15,1,-4,-18,1,-1,-34,1
CCN(CC(=O)Nc1ccccc1OC)C(=O)CCOc1ccc(C(C)(C)C)cc1,-10,8,26,3,10,0.97,-5,34,-3
Cc1cc(NC(=O)CCC(=O)N(Cc2cccs2)C(C(=O)NC2CCCC2)c2ccncc2)no1 (stereo not given),-5,13,6,16,14,0.84,-2,-13,-1
CC(C)CC(=O)NC(=S)Nc1ccccc1C(F)(F)F,3,19,41*,-7,-11,1.1,0,25,-1
Cc1ccc(S(=O)(=O)NCc2ccccc2)s1,-6,12,13,0,26,1,2,11,-4
CC1(C)C=Cc2c(c3ccccc3[nH]c2=O)O1,-4,8,25,10,10,0.91,-2,15,-1
CCN1C(=C(C#N)C#N)C=Cc2cc(C)ccc21,-2,15,18,5,-7,0.95,1,17,1
CCOC(=O)N1CCN(C(=O)CNC(=O)c2nn(-c3ccc(OC)cc3OC)c(=O)c3ccccc23)CC1,-1,23,9,0,8,1,-1,6,2
O=C(COc1ccccc1)NCCSCc1ccc(Cl)cc1,-6,10,21,4,11,0.96,0,19,-4
COc1cccc(C(=O)O/N=C(\N)c2ccccn2)c1,-9,26,40*,11,-6,0.89,-4,29,-1
COc1cc2c(cc1OC)C(NC(=O)c1ccc(C)cc1)CC2=O (stereo not given),-2,7,2,3,2,0.97,2,-9,2
O=S(=O)(N/N=C\c1cccc(F)c1)c1ccccc1,-1,-5,4,0,15,1,-1,3,0
Cc1cc(S(=O)(=O)NC2CCN(Cc3ccccc3)CC2)c(C)cc1Cl,7,21,15,1,-4,0.99,-4,4,2
C[C@@H]1NC(=O)[C@H](CCCN=C(N)N)NC(=O)c2cc([N+](=O)[O-])cc(I)c2NCCC[C@@H](C(N)=O)NC1=O,7,2,-9,-5,2,1.1,-2,-19,5
CC(C)C1Cc2c(sc3ncnc(NN)c23)CO1 (stereo not given),-8,11,30,8,-7,0.92,-4,7,1
COC(=O)CCCCC1SCC(NC(=O)c2ccccc2)C1OC(C)=O (stereo not given),-6,13,-4,-2,-1,1,0,-5,2
COc1ccc(CN(CCCN2CCOCC2)S(=O)(=O)N(C)C)cc1OC,-6,2,7,1,18,0.99,0,0,-4
CC(C)(C)NC(=O)C1Cc2ccccc2CN1C(=O)Nc1cccc(Cl)c1 (stereo not given),2,18,17,-19,-19,1.2,0,2,4
CC1CCN(CCCNC(=O)CCNC(=O)Cn2cnc3ccccc3c2=O)CC1,-4,36,7,-6,8,1.1,-1,-18,0
CN1C(=O)/C(=C/c2ccccc2OCc2ccc(C(=O)O)cc2)NC1=S,-2,16,6,6,10,0.94,-3,3,-2
COC(=O)CN(c1ccc(OC)cc1OC)S(=O)(=O)c1ccccc1[N+](=O)[O-],-7,-5,8,0,8,1,-1,13,-2
Cc1nnc(SCC(=O)Nc2ccc(S(=O)(=O)Nc3ccc(Cl)nn3)cc2)s1,7,27,9,6,-2,0.94,-1,2,19
CCCOc1ccc(/C=C/c2[nH]c(=O)[nH]c(=O)c2[N+](=O)[O-])cc1OCC,5,12,6,1,13,0.99,-5,4,1
CCCOc1ccc(CC(=O)NCCc2ccccc2)cc1OC,-5,20,10,0,-12,1,-2,2,1
Cc1cc(C(=O)NNC(=O)/C=C/c2ccccc2Cl)c(C)o1,3,4,-8,10,-80,0.9,-3,2,1
CC(=O)N1CCN(C(=O)c2ccc(Cl)c(S(=O)(=O)N3CCc4ccccc43)c2)CC1,-8,19,11,-2,12,1,4,0,-6
CCC1CCC2(CC1)NC(=O)N(CC(=O)Nc1ccc(OC)c(Cl)c1)C2=O (stereo not given),0,21,16,-12,3,1.1,-6,9,-5
COc1ccc(N(C)S(=O)(=O)c2ccc(Cl)c(C(=O)NCC(C)(C)N3CCOCC3)c2)cc1,-1,14,27,-2,-14,1,-2,0,-3
COc1ccc(S(=O)(=O)N2CCc3ccccc32)cc1C(=O)Nc1ccc(NC(C)=O)cc1,-7,2,-2,8,-3,0.92,-5,2,-2
CC(C)c1ccc(/C=N/NC(=O)CC(=O)NCc2ccccc2)cc1,-2,8,-2,4,10,0.96,-4,-8,3
Cc1[nH]c2ccccc2c1Cc1nnc(SCC(N)=O)o1,-1,4,-1,2,-17,0.98,-5,-5,1
CCN(Cc1ccncc1)C(=O)c1ccc(Br)o1,-9,0,-20,10,-3,0.9,0,1,0
Clc1ccc(Cl)c2sc(N3CCOCC3)nc12,-2,22,6,-2,-6,1,-1,-13,3
CC(C)c1cccc(-c2ccc3c(c2)S(=O)(=O)c2cccc(C(=O)NCc4ccccc4Cl)c2C3=O)c1,1,-19,-2,2,7,0.98,-6,2,4
COc1ccc(Cl)cc1C(=O)Nc1ccc(CN2CCCCC2)cc1,0,10,-16,1,2,0.99,-5,-54,8
O=C(OCC(=O)N1CCOCC1)c1ccccc1Cc1ccccc1,-7,23,12,-5,-6,1,-3,16,1
O=C(CNS(=O)(=O)c1ccccc1)N/N=C/c1ccc(O)cc1,-13,6,10,8,-21,0.92,-2,3,-3
CC(C)C1=NN(C(=O)c2cccnc2)C(O)(C(F)(F)F)C1 (stereo not given),-7,10,12,2,10,0.98,0,8,-4
Cc1ccc2cc([N+](=O)[O-])ccc2n1,-6,9,-26,-14,3,1.1,1,-16,-2
Cc1cccc(C)c1NC(=S)NC(=O)c1ccc(Br)o1,-4,-17,34,1,-8,0.99,-5,42*,0
CCOC(=O)CSc1ncnc2c1cnn2-c1ccc(C)cc1,-7,-4,5,2,8,0.98,-1,15,-14
N#C/C(=C/c1ccccc1)c1nn(CCO)c(N)c1C#N,0,-16,4,8,19,0.92,-1,13,0
CN(Cc1ccc(F)cc1)C(=O)c1cccc(S(=O)(=O)N2CCN(c3ccc(F)cc3)CC2)c1,-12,11,21,2,4,0.98,-3,15,0
CCOC(=O)c1c(NC(=O)C(C)N2CCN(C(=O)c3ccco3)CC2)sc2c1CCCC2 (stereo not given),-6,10,35,0,-10,1,-5,12,-3
O=C(/C=C/c1ccc([N+](=O)[O-])cc1)N1CCN(S(=O)(=O)c2cccs2)CC1,-3,1,3,0,-2,1,-3,4,4
Cn1c(N)c(C(=O)Nc2cccc(Cl)c2)c(=O)n(C)c1=O,-5,13,15,2,-8,0.98,5,-6,-5
C=C1CCN([C@@H](CC(C)C)C(=O)NCc2cc(OC)c(OC)c(OC)c2)S(=O)(=O)c2ccccc21,-9,10,18,-8,9,1.1,2,-5,3
CC1CC(=NNC(=O)C2COc3ccccc3O2)CC(C)(C)C1 (stereo not given),-6,17,1,-12,-14,1.1,-4,4,-3
COc1ccc(/C=N/NC(=S)Nc2ccccc2)cc1COc1ccc(F)cc1F,-7,-1,16,-3,1,1,-1,15,-2
COc1ccc2c(c1[N+](=O)[O-])CCC/C2=N/OC(=O)c1cccc2ccccc12,-5,2,-5,9,2,0.91,0,-6,0
COc1ccc(-c2noc(CCCOc3ccccc3)n2)cc1OC,-6,18,2,0,-6,0.99,0,2,-1
O=c1c2c(nc3c(-c4ccccc4)c[nH]n13)CCCC2,-2,1,-1,10,-4,0.9,-2,3,0
CC(C)=CCN1CCN(Cc2cnc(C)s2)CC1CCO (stereo not given),-9,-14,0,3,7,0.97,2,5,-6
O=C1N=c2ccccc2=C1c1sc(=S)n(Cc2ccccc2Cl)c1O,6,17,6,13,-33,0.87,-4,-17,5
CN(CC(=O)O/N=C(\N)c1ccccn1)S(=O)(=O)c1ccccc1,-4,23,26,4,-16,0.95,-2,0,2

# Next structures
SMILES,A3G deaminase,NLRP3 yeast inh,tim10-1 inh,mIAP block,hIAP block,mIAP activ,MIN6 prolif,TIM10 inh,APOBEC3A inh
COc1cc(C2=NOC(C(=O)Nc3c(C)n(C)n(-c4ccccc4)c3=O)C2)cc(OC)c1OC (stereo not given),-2,1,10,-6,10,1.1,2,-6,1
CCOC(=O)C1=C(C)Nc2nc(SCC)nn2C1c1ccc(OC)cc1 (stereo not given),-3,8,15,9,-16,0.91,-2,12,-3
COCC(C)N1CCC(Oc2ccc(C(=O)NCc3ccccn3)cc2)CC1 (stereo not given),-7,-3,-12,-6,-19,1.1,-1,5,-4
NC(=S)NN=C(Cc1ccccc1)Cc1ccccc1,1,25,26,-5,-24,1.1,-6,35,1
CCCCCNC(=O)c1ccc2c(=O)[nH]c3c(C(=O)NCC4CCCO4)sc(=S)n3c2c1 (stereo not given),-5,3,2,7,14,0.93,-2,9,-2
COC(=O)c1ccccc1NC(=S)NC(NC(=O)COc1ccccc1)C(Cl)(Cl)Cl (stereo not given),-4,7,5,12,5,0.88,-5,15,0
Cc1cc(OCC(=O)NC2CC(C)(C)NC(C)(C)C2)c(C)cc1Br,-6,-9,6,-8,-35,1.1,-7,-3,-3
COCc1cc(CN2CCCC2)c(O)c2ncccc12,-5,16,32,-1,-15,1,-2,-3,-2
CCOC(=O)C1CCN(C(=O)c2ccc(C)o2)CC1,-5,26,12,-1,1,1,9.3*,-6,-3
N#CCN1CCC/C1=C\[N+](=O)[O-],1,4,-5,-2,7,1,0,-3,2
Cc1cccc(N2C(=O)CC(Sc3nccc(C)n3)C2=O)c1 (stereo not given),-10,13,24,10,-16,0.9,-2,1,-3
Cc1cc(C)n(C(=O)c2cccc(S(=O)(=O)N3CCOCC3)c2)n1,-5,7,12,-3,3,1,4,10,-1
O=C(CSc1ccc2ccccc2n1)c1ccc2c(c1)OCO2,-9,-38,28,7,-41,0.93,-3,9,-1
COc1cc2c(=O)n(CCC(=O)NCC3CCCO3)c(=O)n(CC(=O)Nc3ccc(C)cc3)c2cc1OC (stereo not given),-5,14,-2,-7,-23,1.1,0,-4,-4
COc1ccc(C)cc1NC(=O)CCNC(=O)Cn1cnc2ccccc2c1=O,7,17,12,-6,10,1.1,-3,-16,2
O=c1c(O)c(-c2ccccc2)oc2cc(O)cc(O)c12,-5,41,-7,6,-22,0.94,1,-7,0
O=C(CSc1n[nH]c(-c2cccs2)n1)N1CCCC1,-3,9,-14,-1,-11,1,-2,-1,1

# Profiles, looked up by structure. Order of screens: A3G deaminase	NLRP3 yeast inh	tim10-1 inh	mIAP block	hIAP block	mIAP activ	MIN6 prolif	TIM10 inh	APOBEC3A inh
# Record of COc1cc2c(=O)n(CCC(=O)NCC3CCCO3)c(=O)n(CC(=O)Nc3ccc(C)cc3)c2cc1OC (stereo not given) → -5	14	-2	-7	-23	1.1	0	-4	-4
# Record of COc1ccc(C)cc1NC(=O)CCNC(=O)Cn1cnc2ccccc2c1=O → 7	17	12	-6	10	1.1	-3	-16	2
# Record of Cc1cccc(N2C(=O)CC(Sc3nccc(C)n3)C2=O)c1 (stereo not given) → -10	13	24	10	-16	0.9	-2	1	-3
# Record of COCc1cc(CN2CCCC2)c(O)c2ncccc12 → -5	16	32	-1	-15	1	-2	-3	-2

# Screening data from PubChem.
